ABCB6 inh MLPCN = human ABCB6 transporter inhibition; Q9NP58; K562-ABCB6 porphyrin accumulation, flow cytometry, 1 h; hits give low values; fluorescence ratio to DMSO, % at 10 µM; 360,000 compounds, 0.19% hits; AID 602162;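 active = fluorescence ratio to DMSO below 75%, the collection mean minus 3 SD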;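 note: signal is porphyrin accumulated inside mitochondria; 100% equals median channel fluorescence of DMSO control wells; lower ratio means ABCB6 inhibition with less porphyrin fluorescence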
MC4R barr agon = agonists of human melanocortin 4 receptor (MC4R) beta-arrestin | P32245 | U2OS MC4R beta-arrestin complementation, luminescence; percent of melanotan II response, DMSO zero | AID 540308 | 360,000 compounds, 0.98% hits | activation, % at 8.9 µM;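 active = activation above a per-plate cutoff, the mean activation of sample wells on that plate plus 3 SD, cut at about 8% in these data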
Target sequence (P32245 whole entry, looked up): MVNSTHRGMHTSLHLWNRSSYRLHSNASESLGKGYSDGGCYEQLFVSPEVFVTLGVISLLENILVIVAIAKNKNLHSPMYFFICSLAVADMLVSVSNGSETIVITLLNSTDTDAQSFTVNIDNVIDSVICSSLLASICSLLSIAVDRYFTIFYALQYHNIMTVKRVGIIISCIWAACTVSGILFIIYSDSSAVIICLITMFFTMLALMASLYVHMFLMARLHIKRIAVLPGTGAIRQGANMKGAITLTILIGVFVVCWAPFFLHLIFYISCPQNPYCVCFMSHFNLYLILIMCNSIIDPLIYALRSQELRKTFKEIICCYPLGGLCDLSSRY
Vif imaging = HIV Vif inhibition. HEK293T cells, Vif self-association by quenched fluorescence, imaging, 24 h. inhibition, % at 7.49 µM. 340,000 compounds, 0.35% hits; in the data active = inhibition above about 50%, passing the limit was not always enough; note: some results filed as inactive read as strong as hits
ABHD5-PLIN5 inh = inhibitors of human ABHD5-perilipin-5 interaction; Split G. princeps luciferase complementation, luminescence, 4 h; inhibition, % at 4 µM; 360,000 compounds, 0.78% hits; AID 602281;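 active = inhibition above the mean inhibition across every tested compound plus 3 SD, cut at about 22% in these data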;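 note: 0% = DMSO only wells and the 100% control is not disclosed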
MC4R antag cAMP = human MC4R antagonism in cAMP assay; 360,000 compounds, 0.48% hits; MC4R-expressing cells, MTII-stimulated cAMP, LANCE TR-FRET; inhibition, % at 6.5 µM; AID 540295; P32245;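 active = inhibition above its plate's cutoff, the mean of tested wells on that plate plus 3 SD, cut at about 29% in these data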;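 note: 0% = Melanotan II alone and 100% = Melanotan II plus saturating MCL0020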
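System: U2OS cells stably expressing human melanocortin 4 receptor (MC4R). Reagent: Melanotan II challenge after compound preincubation. Doses: 6.5 µM. Times: 30-min compound, 1-h challenge, 1-h detection, room temperature. Measured by: TR-FRET with Eu-cAMP and labeled anti-cAMP, 671 nm. Replicates: singlicate.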
TLR9-MyD88 inh = blocks human TLR9 binding to MyD88 | inhibition, % at 4.98 µM | CHO BLA complementation TLR9-MyD88, CCF4 FRET ratio | 340,000 compounds, 0.21% hits | AID 504734;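 active = inhibition above the mean over all tested compounds plus 3 SD, cut at about 21% in these data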;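 note: 0% = DMSO only wells and 100% = clavulanate BLA inhibitor control wells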
Granule exo inh = blocks lytic granule exocytosis | TALL-104 LAMP-1 surface exposure, flow cytometry; cells stimulated with thapsigargin and PMA | inhibition, % at 10 µM | 360,000 compounds, 0.66% hits;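 active = inhibition above about 55%, limit read from the data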
N-glyco inh = blocks N-linked glycosylation in D54 reporter cells; 360,000 compounds, 0.23% hits; AID 588692; reporter increase, % at 12.5 µM; D54 ERlucT glycosylation luciferase reporter, 24 h; percent of 100 nM tunicamycin response;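 active = mean luciferase reporter signal, scaled so untreated is 0 and the glycosylation-blocking control 100, at or above a set limit in every replicate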;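 note: luciferase carries N-glycosylation sites so blocking glycosylation raises the light; 0% = median of neutral control wells and 100% = median of 100 nM tunicamycin wells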
NOD2-RIPK2 inh = inhibitors of human NOD2-RIPK2 interaction; O43353; CHO BLA complementation NOD2-RIPK2, CCF4 ratio; inhibition, % at 4.98 µM; 360,000 compounds, 0.38% hits; AID 624267; in the data active = inhibition above about 21%;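 note: 0% = vehicle only and 100% = reference blocker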
Target sequence (O43353 whole entry, looked up): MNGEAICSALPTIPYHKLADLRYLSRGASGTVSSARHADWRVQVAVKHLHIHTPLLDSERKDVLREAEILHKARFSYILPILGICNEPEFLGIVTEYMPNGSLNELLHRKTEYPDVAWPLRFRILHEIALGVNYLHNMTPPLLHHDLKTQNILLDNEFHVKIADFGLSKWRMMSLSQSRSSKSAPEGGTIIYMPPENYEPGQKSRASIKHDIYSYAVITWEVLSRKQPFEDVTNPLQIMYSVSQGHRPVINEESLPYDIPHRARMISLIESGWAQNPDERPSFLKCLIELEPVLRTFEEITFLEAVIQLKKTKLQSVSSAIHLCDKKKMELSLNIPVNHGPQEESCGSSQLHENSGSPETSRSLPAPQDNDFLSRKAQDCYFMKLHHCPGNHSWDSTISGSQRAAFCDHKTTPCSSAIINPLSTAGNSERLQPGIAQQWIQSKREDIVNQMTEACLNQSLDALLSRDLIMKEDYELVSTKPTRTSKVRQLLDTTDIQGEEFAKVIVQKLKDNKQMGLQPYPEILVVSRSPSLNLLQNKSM
aDG glyco act = alpha-DG glycosylation activation. activation, % at 10 µM. 360,000 compounds, 0.22% hits. Pro5-aDG cells, alpha-DG glycosylation AlphaScreen (IIH6); 0% Pro5, 100% B10-LARGE cell signal;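 active = activation of at least 8% versus controls, or a plate z-score of at least 8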;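 note: Pro5 are CHO cells carrying HIG-tagged alpha-DG that lacks glycosylation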
* hit, by the source's call; x = no result given.

SMILES	ABCB6 inh MLPCN	MC4R barr agon	Vif imaging	ABHD5-PLIN5 inh	MC4R antag cAMP	TLR9-MyD88 inh	Granule exo inh	N-glyco inh	NOD2-RIPK2 inh	aDG glyco act
Cc1ccc(N(Cc2cc(=O)[nH]c3ccccc23)C(=O)C(C)C)c(C)c1	100	-0.8	0	-4	1	-5	-6	2	7	-0.1
COc1ccc(S(=O)(=O)Nc2ccc(-n3cccc3)cc2)cc1	102	6.5	-8	-13	5	-2	1	-3	-12	-0.2
COc1ccc(CCNC(=O)Cc2ccc(Cl)cc2)cc1OC	101	-2.2	28	3	11	-5	-4	-1	8	0.1
Cc1cc(=O)[nH]c(SCC(=O)Nc2ccc(F)c([N+](=O)[O-])c2)n1	100	-2.9	2	-6	17	6	7	2	-3	-0.4
CCC(C)C(NC(=O)c1ccc(Cl)cc1Cl)C(=O)O (stereo not given)	94	-1.4	-8	5	15	2	-3	1	-8	-0.1
COC(=O)Cc1[nH]n(-c2ccccc2)c(=O)c1C=Nc1ccc(C)cc1	99	2.1	25	-4	-1	-3	-7	1	-14	-0.1
Nc1nc(NC2CCCC2)cc(=O)[nH]1	107	-0.3	-7	0	15	1	-3	0	-12	-0.3
COCc1cccc(N2C(=O)CC(C3C=C(C)C4C(=O)N(c5cccc(COC)c5)C(=O)C4C3)C2=O)c1 (stereo not given)	101	-1.5	-7	-4	7	1	3	-1	-2	-0.2
COc1ccccc1N/N=C(\C#N)C(=N)N1CCOCC1	93	-0.8	0	2	-12	-7	10	3	-8	-0.4
CC(=O)c1cc(-c2ccccc2)[nH]c1N1CCOCC1	100	-1.2	-2	6	-3	-1	-1	2	11	0.0
Cc1cc(C)n(C(=O)CNC(=O)c2cccc(Br)c2)n1	96	-2.9	-6	1	-1	-11	-2	1	6	-0.1
COc1cc(CC(=O)Nc2cccc(S(=O)(=O)N(C)c3ccccc3)c2)cc(OC)c1OC	97	-2.5	-8	-2	5	-1	-3	3	-10	0.8
O=C(Nc1ccccc1Cl)N1CCSc2ccccc21	100	0.4	8	-5	13	-1	1	-2	-3	-0.6
COCc1cc(C)nc(SCC(=O)Nc2ccc(C)c(C)c2)c1C#N	98	0.2	-14	0	2	5	-2	0	-4	1.1
O=C(c1c[nH]c2ccccc12)N1CCOCC1	93	3.0	-2	5	11	3	0	0	-7	0.1
COC(=O)C1C(=O)C=C(Nc2ccc(F)cc2)CC1c1ccc(OC)cc1 (stereo not given)	97	-2.4	-5	-4	8	5	0	1	-4	-0.1
O=C1NC[C@H](CCCCN2CCN(CC3CCCCC3)C(=O)C2=O)N(CC2CCCCC2)C1=O	102	x	x	-8	x	x	1	x	4	-0.3
CSc1ccc(-c2nnn(Cc3ccc(C)cc3)n2)cc1	106	-0.3	6	-5	2	6	1	0	-2	0.0
O=C(/C=C/c1ccccc1)OCCN1C(=O)c2ccccc2C1=O	98	2.4	5	5	9	-1	-6	0	0	0.0
COc1ccccc1CNC(=O)COC(=O)c1ccc([N+](=O)[O-])o1	97	-0.1	4	2	3	3	14	1	-1	0.0
CCOC(=O)N1CCN(S(=O)(=O)c2ccc(C(=O)N(CCCN(C)C)c3nc4cc(OC)ccc4s3)cc2)CC1	97	1.3	2	8	1	-5	0	-6	3	-0.1
Cc1ccc(NC(=O)Nc2cccs2)c(Cl)c1	94	0.4	-9	0	6	1	-5	0	-4	-0.1
CCOCCC(=O)Nc1nnc(CCc2ccccc2)s1	99	-0.2	-7	10	5	5	-4	-2	4	-0.2
CCCNC(=O)c1cc(C2CCCN(C(=O)c3ccc4ccccc4c3)C2)on1 (stereo not given)	95	0.8	0	-3	7	x	-4	2	-5	0.1
Cc1ccc(OCCC(=O)OCC(=O)NC2CCCC2)cc1	97	-0.6	x	-10	4	1	-5	3	-7	0.2
CC1(C(=O)Nc2ccc3c(c2)OCO3)CCN1C(=O)CCc1ccc(Cl)cc1Cl (stereo not given)	96	-0.5	x	-8	-10	x	-5	1	1	-0.2
COc1cc(OC)c(NC(=O)c2cc3ccccc3cc2O)cc1Cl	98	-1.3	-17	-8	9	-10	0	1	3	-0.1
CCOC(=O)c1ccc(N=Cc2cnc(N)nc2N)cc1	107	2.8	4	-14	-11	-14	-2	1	0	0.3
CCCCn1c(N)c(N(CC(C)C)C(=O)c2oc3ccc(OCC)cc3c2C)c(=O)[nH]c1=O	100	-2.2	-8	0	11	-7	-6	0	-4	-0.3
CC1CCCCC1NC(=O)c1cn(C)c2ccc(S(=O)(=O)N3CCOCC3)cc2c1=O (stereo not given)	95	-3.5	-4	3	5	0	1	3	-7	-0.1
O=[N+]([O-])c1ccc2c(c1)CNc1ccccc1O2	94	1.2	1	-12	1	2	2	0	9	-0.2
Cc1c(C(=O)N2CCC(C(N)=O)CC2)sc(N)c1C#N	100	1.7	x	-5	5	0	-2	0	-5	-0.2
N#Cc1ccc(Oc2cccnc2)cc1C#N	100	-2.7	3	-6	-3	-5	-3	0	-3	-0.1
C=CCC[C@H](Cc1ccc(F)cc1)C(=O)OC[C@H](Cc1c[nH]c2ccccc12)NC(=O)[C@@H](CC=C)CC(=O)N[C@H](CO)Cc1ccccc1	92	0.9	-4	0	13	-4	-6	-5	-5	2.0
CC(C)(C)C(=O)NNC(=O)C1CC1(c1ccccc1)c1ccccc1 (stereo not given)	97	-0.6	0	1	17	7	-5	-3	4	0.2
O=[N+]([O-])C1=CC=C2C(=NC3(CCCCC3)N2O)C1=NC1CCCCC1	108	1.0	3	-8	6	-2	1	2	-3	-0.5
COCc1cc(CN2CCN(CCCc3ccccc3)C(CCO)C2)ccc1OC (stereo not given)	101	3.5	0	-2	19	-10	11	-1	0	0.2
COCCN(C(=O)CNC(=O)c1cccs1)C(C(=O)NC(C)(C)C)c1ccccc1 (stereo not given)	99	-2.8	1	-2	5	3	-8	0	-3	-0.1
COc1ccc(CN(C)C(=O)c2ccccc2Sc2ccccc2C#N)c(OC)c1	100	-2.6	-10	-7	5	-7	25	-2	3	0.2
O=C(Nc1ccc(F)cc1)c1cccc(C(=O)Nc2ccc(F)cc2)c1	99	1.0	20	-7	12	-1	3	0	-2	0.3

Compound profiles, as listed above.
Entry for `CCOC(=O)c1ccc(N=Cc2cnc(N)nc2N)cc1` = ABCB6 inh MLPCN: 107; MC4R barr agon: 2.8; Vif imaging: 4; ABHD5-PLIN5 inh: -14; MC4R antag cAMP: -11; TLR9-MyD88 inh: -14; Granule exo inh: -2; N-glyco inh: 1; NOD2-RIPK2 inh: 0; aDG glyco act: 0.3
Entry for `CC(C)(C)C(=O)NNC(=O)C1CC1(c1ccccc1)c1ccccc1` (stereo not given) = ABCB6 inh MLPCN: 97; MC4R barr agon: -0.6; Vif imaging: 0; ABHD5-PLIN5 inh: 1; MC4R antag cAMP: 17; TLR9-MyD88 inh: 7; Granule exo inh: -5; N-glyco inh: -3; NOD2-RIPK2 inh: 4; aDG glyco act: 0.2

The list goes on.
SMILES	ABCB6 inh MLPCN	MC4R barr agon	Vif imaging	ABHD5-PLIN5 inh	MC4R antag cAMP	TLR9-MyD88 inh	Granule exo inh	N-glyco inh	NOD2-RIPK2 inh	aDG glyco act
COc1cc(Oc2nc(C(F)(F)F)nc3ccccc23)ccc1C=O	95	-0.5	-10	-2	7	-10	13	1	-13	0.0
Cc1cccc(N2C(=O)SC(SC(=Nc3ccccc3)Nc3ccccc3)C2=O)c1 (stereo not given)	97	0.3	13	3	-4	-2	-2	0	-9	0.0
CCOC(=O)C1CCC/C1=N\NC(=O)CN(c1cc(OC)ccc1OC)S(=O)(=O)c1ccccc1 (stereo not given)	90	-1.9	-6	1	9	2	17	-2	-2	-0.1
CC(C)(C)N1C(=O)c2ccc(C(=O)Nc3cc(C(=O)O)cc(C(=O)O)c3)cc2C1=O	99	0.7	-1	-7	8	-1	-16	1	-1	-0.1
O=C(CSc1oc(-c2cccs2)nc1S(=O)(=O)c1ccccc1)NC1CCCCC1	90	0.7	-6	0	-2	9	1	-6	5	-0.3
Cc1ccc(S(=O)(=O)N2CCN(C(=O)N(C)C)CC2)cc1C	107	-1.8	-18	-5	19	-3	-1	0	7	0.1
COc1cc(/C=C2\N=C(c3ccccc3)OC2=O)ccc1OC(C)=O	99	-1.1	0	-3	5	3	4	1	9	0.0
Cc1ccc(CN2CCN(CC(=O)N/N=C/c3ccccc3F)CC2)cc1	103	-0.1	-2	3	12	-8	1	2	4	0.2
CC1([N+](=O)[O-])COC2(CCCCC2)OC1	96	0.0	44	4	1	-17	-2	0	-16	0.0
Brc1ccc(-c2nnc(-c3ccc4c(c3)OCO4)o2)o1	95	-0.1	x	-2	-1	2	-2	-9	-14	0.2
Cn1c(SCC(=O)Nc2sccc2C#N)nnc1C1CC1	98	-1.0	15	-12	5	-3	-5	0	3	0.1
CC1(C)C(CO)=CC(=O)C2=C1SCC(=O)N2	103	-1.8	12	-6	7	3	-4	1	-3	-0.1
O=C(Cc1cnc2ncnn2c1)N1CCc2c([nH]c3ccccc23)C1c1ccccn1 (stereo not given)	88	1.2	-1	3	-9	1	1	1	0	0.8
Cc1cc(OCc2nnc(SCC(=O)O)n2-c2ccccc2)ccc1Cl	93	-1.2	6	8	5	-3	-14	1	4	-0.1
O=S(=O)(NCc1ccccn1)c1cc(Cl)ccc1Cl	99	-1.3	6	3	-2	-10	-8	3	-7	0.0
C/C(=N\NC(=O)c1ccccc1NC(=O)c1ccc(Cl)cc1)c1ccncc1	106	2.3	8	-6	17	-5	-2	-7	-7	0.1
CCNC(=O)COC(=O)c1cc(C)nc2ccccc12	95	-4.0	-8	-4	4	-7	-1	2	-1	0.0
O=C(COc1ccc(CO)cc1Cl)Nc1ccc(F)cc1	99	-0.9	40	-5	-1	5	-1	-17	4	-0.1
O=C(CCn1c(=O)oc2ccccc21)Nc1cccc(Br)c1	99	-1.2	-7	-3	-4	8	10	-2	5	0.0
CCc1ccc(C(=O)NCC2(c3ccccc3)CCOCC2)o1	100	-0.7	27	3	6	2	0	-2	-3	0.0
O=C(O)CCN1C(=O)C2C3c4ccccc4C(c4ccccc43)[C@@H]2C1=O (stereo not given in full)	97	0.7	0	6	7	-3	4	1	-10	-0.2
Cc1ccnc(SCC(=O)Nc2sc3c(c2C#N)CCC(C(C)(C)C)C3)n1 (stereo not given)	90	-2.4	-8	3	2	-8	-3	-5	-2	0.4
O=C(Cc1ccc2c(c1)OCCO2)N1CCN(S(=O)(=O)c2cccc(C(F)(F)F)c2)CC1	102	-1.9	4	-1	1	3	16	1	5	0.1
COc1ccc(NC(=O)CSc2nnc3ccc(-c4ccccn4)nn23)cc1	97	0.0	-4	6	1	-13	-6	-1	-2	-0.3
COCc1cc(=O)[nH]c(/N=C(\N)Nc2ccc(C)cc2C)n1	102	2.2	-3	3	-10	-6	5	0	5	0.6
CC(=O)Nc1ccc2c(CN3C(=O)NC(C)(c4ccc(C)cc4)C3=O)cc(=O)oc2c1 (stereo not given)	97	0.4	-5	-4	20	6	-2	-2	-14	-0.1
NC(=O)CC(NC(=O)Cc1ccc(Br)cc1)c1ccc(NCCOc2ccccc2)c([N+](=O)[O-])c1 (stereo not given)	90	-3.8	-3	0	9	6	0	8	-3	-0.2
CCOC(=O)N1CCC(NC(=O)c2cc3c(-c4ccc(Cl)cc4)nn(C)c3s2)CC1	102	0.3	-5	2	4	8	3	-1	-6	0.2

Screening results from PubChem.

This is a subset; rates above refer to the full screens.
